PLCb3 inh: inhibitors of human phospholipase C beta3; Q01970; Purified PLC-beta3, fluorogenic substrate, fluorescence; inhibition, % at 12.2 µM; 370,000 compounds, 0.18% hits; in the data active = inhibition above about 11%;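 note: 0% = median of compound wells on plate and 100% = full blocker control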
ARFGAP1 inh: inhibitors of rat ARFGAP1; AID 651572; Arfgap1-stimulated ARF1 GTP hydrolysis, GDP FP detection; inhibition, % at 16.5 µM; 360,000 compounds, 0.26% hits; Q62848;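 active = inhibition above a per-plate limit, mean inhibition of low control wells plus 3 SD, cut at about 25% in these data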;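 note: 0% = DMSO wells with enzyme and 100% = wells lacking Arfgap1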
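material = rat Arfgap1 catalytic domain, aa 1-136 | also added = human ARF1(Δ1-17)-GTP substrate | compound dosing = one concentration, 16.5 µM, DMSO 1.26% | times = GTP hydrolysis reaction 2 h at 25 °C | measured by = FP, GDP Alexa 633 tracer displaced from anti-GDP antibody, 620/688 nm | evaluation = percent inhibition of Arfgap1-stimulated GTP hydrolysis | replication = single well per compound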
proKLK7 act: activators of human kallikrein-7 zymogen; AID 652039; 370,000 compounds, 0.9% hits; activation, % at 7 µM; purified proKLK7, EDANS-DABCYL substrate fluorescence; 100% is mature enzyme control, 0% vehicle;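 active = activation above the mean of all tested compounds plus 3 SD, computed per campaign excluding outliers beyond control limits, cut at about 13% in these data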
DDE Tn7 FP inh: disrupts Tn7 cyclic peptide binding to fibrin D-Dimer-E complex | P02675 | FP displacement of FITC-Tn7 peptide from fibrin DD(E); 0% = median of compound wells per plate | inhibition, % at 8.3 µM | 370,000 compounds, 0.13% hits | AID 720508;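 active = inhibition above the mean of compounds falling within the control limits plus 3 SD of them, cut at about 14% in these data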;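 note: 0% = plate median of compound wells and 100% = 10 µM Aha-Tn7 peptide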
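Measure: % inhibition scaled between sample-field median and high-control FP; Test system: human fibrin DD(E); Quantity: 2 µM final DD(E) protein; Doses: one dose, 8.3 µM nominal; Schedule: compound with protein 10 min, then 3 h after probe, room temperature; Detection: fluorescence polarization; Medium: Tris buffer with calcium and detergent, pH 7.8.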
ASAP1 inh: blocks human ASAP1-stimulated Arf1 GTP hydrolysis; GDP FP detection; AID 624377; inhibition, % at 16.5 µM; 360,000 compounds, 0.19% hits; Q9ULH1; in the data active = inhibition above about 25%;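 note: 0% = vehicle with enzyme and substrate and 100% = no enzyme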
PLC-gamma1 inh: blocks human PLC-gamma1 enzyme activity. 370,000 compounds, 0.84% hits. P19174. purified PLC-gamma1, fluorogenic substrate, fluorescence. AID 720700. inhibition, % at 12.2 µM; in the data active = inhibition above about 9.5%
DDE Tn6 FP inh: inhibitors of Tn6 peptide binding to human fibrin DD(E) | Fibrin DD(E) TRITC-Tn6 fluorescence polarization displacement | inhibition, % at 8.3 µM | 370,000 compounds, 0.21% hits;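 active = inhibition above a per-campaign cutoff: mean of compounds within control limits plus 3 SD, cut at about 15% in these data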;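 note: 0% = median of all compound wells on the plate and 100% = blocking peptide control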
NR1D1 modulator: Rev-erb alpha (human) modulation; activity, % at 10 µM; Rev-erbα–FITC-DNA binding, fluorescence polarization, 90 min; P20393; 370,000 compounds, 0.79% hits; AID 1259318;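 active = activity above about 14%, limit read from the data; passing the limit was not always enough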;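 note: 0% = DMSO wells with 35 nM protein and 100% = DMSO wells with 750 nM protein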
Target sequence (P20393 whole entry, looked up): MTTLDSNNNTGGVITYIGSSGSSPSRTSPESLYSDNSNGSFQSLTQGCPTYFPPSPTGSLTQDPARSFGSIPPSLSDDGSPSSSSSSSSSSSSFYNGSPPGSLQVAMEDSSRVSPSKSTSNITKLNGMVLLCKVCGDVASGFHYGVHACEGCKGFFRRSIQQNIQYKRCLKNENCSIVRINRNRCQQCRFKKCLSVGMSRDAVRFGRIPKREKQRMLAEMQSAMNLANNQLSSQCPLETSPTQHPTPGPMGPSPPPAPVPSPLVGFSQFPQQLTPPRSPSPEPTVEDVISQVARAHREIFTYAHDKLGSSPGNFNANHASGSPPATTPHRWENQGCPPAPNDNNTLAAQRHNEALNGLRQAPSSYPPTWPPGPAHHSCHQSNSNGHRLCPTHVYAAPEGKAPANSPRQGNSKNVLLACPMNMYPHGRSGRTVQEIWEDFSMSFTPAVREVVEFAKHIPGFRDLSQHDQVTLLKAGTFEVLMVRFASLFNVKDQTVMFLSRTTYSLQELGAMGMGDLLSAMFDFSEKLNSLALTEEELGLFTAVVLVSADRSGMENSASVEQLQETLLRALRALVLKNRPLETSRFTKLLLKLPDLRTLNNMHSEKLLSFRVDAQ
HGIII-sPLA2 inh: Blocks human group III sPLA2 activity. inhibition, % at 12.2 µM. AID 743126. QFRET BODIPY PC-A2 liposome hydrolysis, fluorescence. Q9NZ20. 370,000 compounds, 0.56% hits;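 active = inhibition above mean plus 3 SD of compounds lying within the high and low control bounds, cut at about 19% in these data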;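 note: 0% = median of test compound wells and 100% = no enzyme DMSO wells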
Target sequence (Q9NZ20 whole entry, looked up): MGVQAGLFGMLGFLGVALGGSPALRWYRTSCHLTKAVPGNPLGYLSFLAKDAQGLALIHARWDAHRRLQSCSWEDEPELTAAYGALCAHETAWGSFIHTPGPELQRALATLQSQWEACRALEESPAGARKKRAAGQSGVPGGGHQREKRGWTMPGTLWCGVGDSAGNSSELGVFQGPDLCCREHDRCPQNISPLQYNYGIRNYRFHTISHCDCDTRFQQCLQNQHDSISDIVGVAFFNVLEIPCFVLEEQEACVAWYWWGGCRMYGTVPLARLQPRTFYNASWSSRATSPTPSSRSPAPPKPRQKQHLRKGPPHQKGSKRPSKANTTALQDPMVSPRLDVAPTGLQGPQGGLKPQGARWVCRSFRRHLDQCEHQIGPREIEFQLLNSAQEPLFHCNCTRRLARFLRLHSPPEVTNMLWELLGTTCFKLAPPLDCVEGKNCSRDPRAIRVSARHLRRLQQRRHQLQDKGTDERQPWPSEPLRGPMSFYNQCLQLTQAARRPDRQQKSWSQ
UHRF1 MBD2 ctr: human UHRF1 methylated DNA binding inhibitors | UHRF1 binding to methylated oligo, TR-FRET | 370,000 compounds, 0.75% hits | Q96T88 | inhibition, % at 4.4 µM; in the data active = inhibition above about 21%;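 note: UHRF1 SRA domain binding a hemimethylated CpG hairpin DNA probe; 0% = median of test compound wells and 100% = reference inhibitor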
The depositor's hits bear a star; nt = no result given.

PLCb3 inh	ARFGAP1 inh	proKLK7 act	DDE Tn7 FP inh	ASAP1 inh	PLC-gamma1 inh	DDE Tn6 FP inh	NR1D1 modulator	Molecule	HGIII-sPLA2 inh	UHRF1 MBD2 ctr
1.4	-5.5	0.8	-1.8	12.2	2.0	-1.4	1.9	COc1ccc(NC(=O)CNS(=O)(=O)c2cccc3nonc23)c(OC)c1	-1.7	-0.3
-4.6	nt	nt	3.7	nt	-1.5	-6.8	-8.3	CC(C)=CCC/C(C)=C/C[C@]12C[C@H](C(=O)O)N(C(=O)OC(C)(C)C)[C@@H]1N(C(=O)OC(C)(C)C)c1ccccc12	3.6	0.9
-3.9	1.1	0.3	-1.7	-0.6	1.1	-10.1	-4.4	COC(OC)c1ccnc(SCc2ccccc2Cl)n1	6.1	1.8
-1.6	13.2	0.3	-4.8	2.6	0.3	3.5	-5.0	CCCCOC(=O)C(C)Nc1n[nH]c(=S)[nH]c1=O (centres undefined)	4.2	0.6
-5.1	-0.7	0.1	2.5	5.6	1.2	7.7	-0.2	COc1ccc(-c2nnc(SCC(=O)N3CCCCC3)o2)cc1	7.4	1.0
-0.7	15.3	-0.8	-3.7	8.1	0.8	-3.6	50.9*	C=CCn1c(SCC(=O)NC(=O)NCc2ccco2)nc2sc(C)c(C)c2c1=O	2.5	-13.2
-0.9	-13.7	-0.1	0.0	-3.1	-2.1	10.3	-3.4	Cc1nn(Cc2ccccc2)c2c1C(c1cccc(Cl)c1)C(C#N)=C(N)O2 (centres undefined)	-7.2	-8.9
-11.9	9.9	-0.3	-0.3	7.3	-9.1	0.5	-1.0	O=c1[nH]c2ccc(Br)cc2c(=O)o1	11.9	-1.2
-4.6	11.7	-0.2	-5.0	6.8	1.7	-8.8	0.6	O=C(NNC(=O)C1CCCC1)c1ccccc1F	0.8	2.7
1.7	-19.9	0.7	4.3	-6.1	2.2	-1.2	3.7	CN(C(=O)Nc1ccc(Cl)cc1Cl)C1CCCC1	-6.0	-5.1
5.7	1.2	0.3	1.8	8.6	4.9	-5.8	5.9	COC(CNC(=O)c1cc(S(=O)(=O)N2CCc3ccccc32)ccc1F)OC	-5.6	-0.8
-67.3	11.9	0.2	-2.5	-7.6	-52.5	5.3	-0.8	O=C(Nc1nc2c(F)cc(F)cc2s1)c1ccco1	-8.4	-6.0
2.2	7.6	0.0	0.5	0.8	0.5	2.2	-1.2	N/C(=N\OC(=O)c1ccco1)c1ccccn1	1.8	-2.4
-11.6	4.2	0.1	-2.3	-5.5	0.2	-2.4	6.0	COCC(C)N1CCC(n2nccc2NC(=O)CCOc2ccccc2)CC1 (centres undefined)	5.5	1.7
-7.3	-8.6	0.6	-3.4	6.1	-2.3	4.7	-3.5	Cc1cc(C(=O)COC(=O)c2ccc[nH]c2=O)c(C)n1-c1ccccc1F	2.3	0.0
2.5	0.9	0.9	5.2	-8.3	1.1	6.7	-3.7	CCCCNC(=O)Nc1ccccc1Br	2.4	-2.9
-0.2	3.2	-0.8	-1.4	-0.1	-1.1	-4.2	0.2	CC(C)CNc1cc(=O)n(C)c(=O)n1C	-2.7	-1.9
0.6	-4.1	-0.1	-2.1	-6.9	6.1	-6.1	-2.7	CCN(CC(=O)NCc1cccs1)C(=O)Cc1ccc(Cl)c(Cl)c1	2.6	0.5
-7.2	4.2	-0.6	-1.5	14.0	-3.0	-1.2	9.9	COc1cc2cc(C)c(SCC(=O)N3CCOCC3)nc2cc1OC	0.0	3.0
-3.4	6.0	0.1	-4.4	1.2	-0.6	2.0	3.8	CCc1ccccc1NC(=O)CNC(=O)CNC(=O)c1cccs1	2.3	10.3
-41.1	8.3	1.1	-1.1	6.4	-29.4	-5.0	2.7	Oc1c(C=C2N=c3ccccc3=N2)sc(=S)n1C1CCCC1	10.5	2.4
1.8	-9.3	-0.3	6.8	-12.1	-0.6	3.1	-4.7	O=C(COC(=O)CN1C(=O)C2CCCCC2C1=O)NC1CCS(=O)(=O)C1 (centres undefined)	3.0	1.9
-3.2	11.3	-0.1	-1.8	-9.5	0.8	9.5	-11.0	CC1(C(=O)NCc2ccc(Cl)cc2)CCN1C(=O)c1cccc(F)c1 (centres undefined)	7.5	0.9
0.5	2.7	-0.2	-3.0	-2.0	1.1	3.2	1.5	Cc1cccc(N2CC34C=CC(O3)C(C(=O)O)C4C2=O)c1 (centres undefined)	3.8	0.9
-5.1	8.3	0.4	2.2	-1.8	4.0	7.4	1.1	COc1cc(/C=N/N(C)C)ccc1OC(=O)c1ccco1	1.9	-1.1
-4.7	4.3	0.4	1.8	5.5	-2.4	4.0	0.8	COc1cccc(C(=O)NCCS(=O)(=O)NCc2cccnc2)c1	9.5	0.2
-2.0	-8.8	0.1	-0.3	3.2	-4.8	2.5	6.5	Cc1ccc([C@@H]2[C@@H]3C(=O)N(c4ccccc4)C(=O)[C@@H]3[C@]3(C)C(=O)N(Cc4ccccc4)CC(=O)N23)o1	-0.5	-1.6
-2.8	8.2	0.0	1.2	-8.9	3.1	-0.1	-3.7	COc1ccc(N2CCN(S(=O)(=O)c3ccc4c(c3)OCCO4)CC2)cc1	-3.5	2.8
-12.7	2.0	-0.1	7.0	-12.9	-5.7	9.1	-0.7	O=C(c1ccc2c(=O)n3c(nc2c1)CCC3)N1CCN(S(=O)(=O)c2cccc(F)c2)CC1	7.5	-0.5
-14.3	11.1	0.4	-1.2	2.8	-8.2	10.8	-4.5	Cc1cc(C(=O)CCC(=O)NCC2COc3ccccc3O2)c(C)s1 (centres undefined)	-2.2	2.1
-9.5	6.4	0.1	6.8	8.4	-1.1	3.7	3.2	C#CCOC(=O)CCCC(=O)NCCCCCCCC	0.5	-0.6
8.7	5.2	0.2	4.9	-0.5	4.6	-2.6	-1.7	COC(=O)c1cc(-c2cccc(OC)c2)on1	0.0	-1.6
-3.0	2.4	0.5	-1.3	-10.3	2.2	4.6	0.6	NC(=O)c1ccc(-c2nnn(CC(=O)N(C3CCCCC3)C3CCS(=O)(=O)C3)n2)cc1 (centres undefined)	-3.3	0.0
-6.3	1.7	-0.7	4.2	4.9	-0.9	1.6	-7.4	O=C(COc1ccccc1)N=C1SC2CS(=O)(=O)CC2N1c1ccccc1F (centres undefined)	-0.5	3.0
-4.8	-0.2	-0.3	6.0	-0.8	1.9	-4.2	-7.6	CS(=O)(=O)Cc1ccc(C(=O)Nc2cccc(-c3nc4ccccc4[nH]3)c2)cc1	-12.8	0.9
-0.4	-3.3	0.5	-7.6	0.2	-0.3	4.2	-8.3	Cc1ccc(C(C)NC(=O)c2ccco2)cc1C (centres undefined)	5.6	2.6
-5.8	1.4	-1.4	-3.6	-0.2	-3.1	-1.4	-4.8	CCCCCn1c(=O)[nH]c2cc(C(=O)NCc3ccco3)ccc2c1=O	4.7	2.1
-14.1	-0.9	-0.1	-5.9	2.8	-9.2	-5.9	0.8	CC(=O)N/C(=C\c1ccccc1)C(=O)OCC(=O)Nc1cc(S(=O)(=O)N(C)C)ccc1C	-3.0	-1.2
13.6*	-3.5	-0.3	2.2	1.8	13.1*	-8.2	-0.7	CC(NC(=O)c1ccc(F)cc1)c1ccc2c(c1)CCCC2 (centres undefined)	-6.4	-0.3
3.3	0.9	0.2	4.6	2.0	0.3	-1.4	1.8	COc1ccc(-c2[nH]ncc2CN(C)CCCN2CCOCC2)cc1F	3.1	0.8

Molecules listed so far containing bromine, in the order listed:
PLCb3 inh	ARFGAP1 inh	proKLK7 act	DDE Tn7 FP inh	ASAP1 inh	PLC-gamma1 inh	DDE Tn6 FP inh	NR1D1 modulator	Molecule	HGIII-sPLA2 inh	UHRF1 MBD2 ctr
-11.9	9.9	-0.3	-0.3	7.3	-9.1	0.5	-1.0	O=c1[nH]c2ccc(Br)cc2c(=O)o1	11.9	-1.2
2.5	0.9	0.9	5.2	-8.3	1.1	6.7	-3.7	CCCCNC(=O)Nc1ccccc1Br	2.4	-2.9

(further entries)
PLCb3 inh	ARFGAP1 inh	proKLK7 act	DDE Tn7 FP inh	ASAP1 inh	PLC-gamma1 inh	DDE Tn6 FP inh	NR1D1 modulator	Molecule	HGIII-sPLA2 inh	UHRF1 MBD2 ctr
-2.5	-5.9	0.3	2.7	-11.4	-0.1	0.6	3.5	O=C(NCCNCc1cccs1)c1ccccc1F	-1.2	-0.1
-3.0	2.3	-0.1	-4.2	9.6	2.4	-4.8	-6.8	COc1ccccc1NC(=O)CCN1C(=O)c2ccccc2C1=O	-0.1	-0.8
4.8	-4.0	0.6	-6.6	-9.7	8.2	-4.2	0.8	CNC(=O)CCc1[nH]c2ccccc2c1Sc1ccccc1	-16.1	6.7
-0.1	14.4	-0.8	-1.6	19.4	2.5	-1.5	0.0	CN1CCC(N(C)C(=O)/C(C#N)=C/c2ccccc2)CC1	-1.7	0.3
0.9	2.1	0.6	0.3	2.3	0.6	3.9	-0.7	O=C(COc1cccc(F)c1)Oc1ccc(C(=O)c2ccccc2)cc1	-8.2	-2.6
1.6	-1.1	0.3	5.3	-3.7	0.1	1.8	3.2	CN(Cc1ccccc1)C(NC(=O)c1ccco1)C(Cl)(Cl)Cl (centres undefined)	7.2	1.5
-4.6	-6.9	0.0	-6.1	-6.9	-3.3	-1.2	9.9	O=C(O)/C=C/C(=O)Nc1ccc(-c2ccccc2)cc1	12.2	0.2
-2.5	0.7	-0.1	-12.1	-3.3	-1.9	-2.2	6.3	COC(=O)[C@]12CCCCC=C1N(Cc1ccco1)C(=O)[C@H](CC(=O)N1CCN(C(=O)c3ccco3)CC1)C2	-4.0	0.3
0.2	13.5	-0.5	-1.4	-2.0	-2.7	-2.3	0.6	O=C(CCCOc1ccc(Cl)cc1)N1CCOCC1	7.0	2.9
-0.2	6.7	-0.6	3.0	4.1	-3.0	-1.6	-0.2	O=S(=O)(c1ccc(Cl)s1)N1CCCc2cccc(O)c21	6.0	0.7
-2.6	7.5	0.0	6.2	7.4	-2.3	-4.0	3.5	COCCn1c(SCC(=O)Nc2ccc3[nH]c(=O)[nH]c3c2)nc2ccccc21	-3.0	-0.3
-169.0	3.6	7.5	-7.0	6.0	-131.1	3.1	-6.1	Nc1nc2n(n1)C(c1ccccc1Cl)CC(c1ccc(F)cc1)N2 (centres undefined)	1.1	-1.1
0.0	-12.8	-0.3	0.1	2.5	-1.3	3.7	-2.4	COC(=O)c1c(NC(C)=O)sc(Cc2ccccc2)c1C	-2.0	9.9
2.6	14.8	-0.6	-2.3	11.8	1.8	5.9	3.6	Cc1cccc(OCCc2c(C)[nH]c(=S)[nH]c2=O)c1	5.7	-4.2
-9.0	-6.4	-0.3	-0.7	-5.3	0.0	-3.3	-3.1	CCc1nnc(NC(=O)c2cc([N+](=O)[O-])ccc2N2CCOCC2)s1	10.0	-1.9
2.7	-4.5	-0.2	-6.8	6.9	0.6	6.0	-3.1	Cc1ccc(C)c(NC(=S)NC(NC(=O)Cc2cccc3ccccc23)C(Cl)(Cl)Cl)c1 (centres undefined)	-5.9	-2.3
